Compound activity (PubChem BioAssay)
CF NFkB block: inhibitors of cystic fibrosis induced NF-kB | KKLEB NF-kB-GFP reporter, PAF-induced, GFP fluorescence overnight | inhibition, % at 5 µM | 0.86% of 360,000 active | AID 588850;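 active means at least 50% inhibition at 5 µM, scaled per plate between neutral and stimulator controls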;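 further: PAF is a Pseudomonas aeruginosa culture filtrate used as stimulus; plate controls were PAF-stimulated DMSO wells for no effect and unstimulated DMSO wells for full effect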
NR2E3 ag-1: agonists of human NR2E3 nuclear receptor; 0.35% of 360,000 active; CHO-S Gal4-NCOR/VP16-NR2E3 two-hybrid, luciferase; AID 602229; inhibition of corepressor binding, % at 3.98 µM;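 active means inhibition above the mean of all tested compounds plus 3 SD, cut at about 70% in these data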;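 further: 0% = DMSO with NR2E3 transfected cells and 100% = cells lacking NR2E3 construct; higher means lower luciferase signal from less NR2E3 corepressor binding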
Target sequence (Q9Y5X4 whole entry, looked up, the tested form may be a part): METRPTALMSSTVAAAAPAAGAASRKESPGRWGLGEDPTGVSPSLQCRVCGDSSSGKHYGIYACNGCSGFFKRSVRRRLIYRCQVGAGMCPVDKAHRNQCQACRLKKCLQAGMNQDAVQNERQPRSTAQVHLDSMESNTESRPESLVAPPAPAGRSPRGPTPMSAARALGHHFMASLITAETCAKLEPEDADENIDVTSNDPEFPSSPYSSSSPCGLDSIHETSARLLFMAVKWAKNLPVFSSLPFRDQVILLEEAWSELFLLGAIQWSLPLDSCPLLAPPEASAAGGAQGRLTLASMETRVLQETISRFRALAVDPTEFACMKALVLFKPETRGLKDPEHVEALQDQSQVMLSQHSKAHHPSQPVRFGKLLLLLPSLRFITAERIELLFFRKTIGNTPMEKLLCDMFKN
NR2E3 ag-2: agonists of human nuclear receptor NR2E3 | Q9Y5X4 | GST-NR2E3/biotin-RetCOR TR-FRET, 1536-well | inhibition of corepressor binding, % at 4.78 µM | 0.12% of 320,000 active | AID 2300;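 active means percent inhibition above the cutoff of mean plus 3 SD of all tested compounds, set per screening campaign, cut at about 20% in these data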;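 further: 0% = DMSO wells and 100% = biotin wells as full block of FRET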
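System: GST-tagged NR2E3 plus biotinylated RetCOR corepressor; Buffer or medium: pH 7.5 Tris-based buffer; Probe or stimulus: RetCOR corepressor, biotinylated, 7 nM; Doses: compound at 4.8 µM, single dose; Schedule: 5 h incubation at 4 °C; Technique: time-resolved FRET; Evaluation: percent inhibition of TR-FRET ratio; Replication: one well per compound, singlicate testing.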
KKLEB cytotox: CF airway cell cytotoxicity counter-screen | activity change (cytotoxicity), % at 5 µM | KKLEB CF airway cells viability, ATPlite luminescence, overnight; stronger effect = lower value; cells stimulated with P. aeruginosa culture filtrate | 0.36% of 360,000 active;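 active means corrected activity change at or below -50% at 5 µM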
TWEAK-Fn14 inh: TWEAK-Fn14 signaling inhibition. TWEAK-stimulated Fn14 reporter cells, luciferase luminescence, 8 h. inhibition, % at 10 µM. 2% of 360,000 active. AID 1159606; in the data active means inhibition above about 50%
Peg3 promoter: reduces Peg3 promoter-driven luciferase expression in HeLa | HeLa PEG-Prom luciferase reporter, luminescence, overnight | inhibition, % at 20 µM | 1.7% of 360,000 active;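 active means inhibition of at least 50% at 20 µM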
C8 TRAIL sens: caspase-8 TRAIL sensitization; NB7+C8 cells + TRAIL, ATPlite viability luminescence; inhibition (viability loss, TRAIL sensitization), % at 10 µM; 1% of 360,000 active; AID 624354;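 active means compounds causing at least 50% loss of cell viability in the single-dose screen, relative to plate controls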
HIF-2a inh: blocks HIF-2a reporter activity | AID 624352 | inhibition, % at 18.8 µM | 0.72% of 360,000 active | 786-0 RCC cells HIF-2a reporter, luciferase luminescence, overnight;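 active means inhibition of the luminescence signal of 40% or more relative to plate controls, in a single-dose primary screen at 18.75 µM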
Shn3 3UTR inh: Schnurri-3 reporter inhibition in Clone20 osteoblasts. 0.52% of 360,000 active. Clone20 osteoblast Shn3 3'UTR firefly luciferase, 24 h. AID 588674. inhibition, % at 12.5 µM;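 active means mean inhibition of at least 75% with every replicate also reaching 75%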;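 further: 0% = median of neutral control wells and 100% = pilot-screen positive control compound; some compounds past the cut are filed as inactive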
MITF TRPM1 inh: inhibitors of MITF-driven TRPM1 promoter in melanoma cells. 0.83% of 330,000 active. inhibition, % at 12.5 µM. SK-MEL-5 TRPM1 promoter luciferase, 24 h;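 active means mean inhibition across replicates of 60% or more, whatever share of single replicates reaches that level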; further: values of inactives mirror those of a sister screen read the other way
TROY signal inh: inhibitors of TROY-dependent NF-kB signaling; Q293 LMP1-TROYcd NF-kB luciferase reporter, 4 h; inhibition, % at 10 µM; 0.98% of 360,000 active;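 active means compounds whose plate-normalised and pattern-corrected inhibition of the luciferase reporter signal at the single screening dose is 50% or more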
An asterisk follows results filed as active; . = not tested or not shown. Only part of the results is shown, so the mix of outcomes need not match the whole.

Structure	Shn3 3UTR inh	TWEAK-Fn14 inh	CF NFkB block	TROY signal inh	NR2E3 ag-2	MITF TRPM1 inh	NR2E3 ag-1	Peg3 promoter	C8 TRAIL sens	KKLEB cytotox	HIF-2a inh
COc1ccc(Cc2c(-c3ccco3)nc3ccc(Br)cn23)c(C)c1	7	57*	53*	-7	.	.	-7	5	-4	-26	-21
COc1ccc(C)cc1NC(=O)C1CC(=O)OC12CCCCC2 (stereo unspecified)	-17	5	-4	5	-4	4	-12	12	-5	8	34
CCCc1c(C(=O)N/N=C/c2ccoc2)nnn1-c1nonc1N	-11	-1	4	-5	.	.	-10	0	-17	4	-5
Cc1ccccc1NC(=O)N1C2CCCC1CC(NC(=O)C1CC1)C2 (stereo unspecified)	-22	-8	-8	4	-1	1	-19	2	-18	8	18
O=S(=O)(Nc1cccc2cccnc12)c1ccc(S(=O)(=O)N2CCCC2)cc1	27	16	-13	28	5	13	16	50*	11	14	7
C=C(C)C1CC=C(C)/C(=N\NC(=O)CNc2ccccc2OC)C1 (stereo unspecified)	2	0	2	19	-1	1	-26	-16	-10	-1	-60
Cn1nc(C(C)(C)C)cc1C(=O)NCc1cc(F)cc2c1OCOC2	72	34	13	23	-1	23	78*	3	27	-9	14
O=C(Nc1ccccc1C(=O)O)c1ccc(N2C(=O)C3CC=CCC3C2=O)cc1 (stereo unspecified)	-3	14	7	5	-2	-18	-39	18	-4	-18	15
O=C(O)c1ccc2cccnc2n1	-15	7	12	-14	-2	-7	-14	6	-1	-9	1
Cc1cc(C)c(S(=O)(=O)c2c(C)cccc2C)c(Cl)n1	22	-1	7	-9	-2	2	-34	17	-7	1	7
Cc1cc2c(c(=O)n1CCc1ccccc1)C(c1ccco1)C(C#N)=C(N)O2 (stereo unspecified)	48	8	-3	0	1	15	2	20	-19	6	15
CCOC(CNc1ncnc2sc(-c3ccccc3)cc12)OCC	-18	-3	4	-9	-2	-31	-45	-26	-1	-12	-38
COc1ccc(Cl)cc1N(CC(=O)Nc1ccc2c(c1)OCO2)S(C)(=O)=O	-1	-7	6	-2	1	14	-19	12	-7	-8	-7
O=C(NN1C(=O)/C(=C/C=C/c2ccco2)SC1=S)c1ccccc1O	-6	37	3	6	9	2	-18	-1	-17	-16	9
COc1cccc(-c2nnc(SCc3ccccn3)n2C)c1	-36	-11	27	-18	3	-14	-3	-15	0	-7	-61
CCCCC(Nc1ncnc2ccccc12)C(=O)O (stereo unspecified)	-17	15	-17	3	0	19	-20	5	2	-9	-6
COc1cc(CNC(=O)c2cc(-c3cc(Cl)ccc3OC)n[nH]2)cc(OC)c1	-17	8	-21	7	.	.	-8	13	-23	2	8
COc1ccc(CCNC(=O)Cn2c(=O)c3cccn3c3cccnc32)c(OC)c1OC	-25	-12	-9	11	-2	16	1	20	3	-3	11
Cc1cccc(C)c1NC(=O)C1c2ccccc2OCC(=O)N1CCCN1CCOCC1 (stereo unspecified)	.	2	.	-1	.	.	-4	.	2	.	4
Cc1ccccc1NC(=O)C(=O)N/N=C/c1cccc(Br)c1	-4	-6	-9	-3	3	7	1	-6	-3	8	0

NR2E3 ag-1: entries above that show a hit.
SMILES	Shn3 3UTR inh	TWEAK-Fn14 inh	CF NFkB block	NR2E3 ag-2	MITF TRPM1 inh	NR2E3 ag-1	Peg3 promoter	HIF-2a inh
Cn1nc(C(C)(C)C)cc1C(=O)NCc1cc(F)cc2c1OCOC2	72	34	13	-1	23	78*	3	14

Later entries:
Structure	Shn3 3UTR inh	TWEAK-Fn14 inh	CF NFkB block	TROY signal inh	NR2E3 ag-2	MITF TRPM1 inh	NR2E3 ag-1	Peg3 promoter	C8 TRAIL sens	KKLEB cytotox	HIF-2a inh
Cc1cc(Sc2ncnc(N)c2[N+](=O)[O-])ncn1	99*	51*	66*	13	-1	78*	-8	106*	0	5	16
Cc1ccc2cccc([N+](=O)[O-])c2n1	25	-3	-8	6	.	.	2	-3	17	-3	0
CCOc1ccc(Nc2nc(C)cc(C)c2C#N)cc1	-3	-10	-3	-15	2	18	-12	15	-1	12	4
COc1ccc(CN2CCNC(=O)C2CC(=O)NCC(C)(C)N2CCOCC2)cc1C (stereo unspecified)	-10	-1	20	-8	3	-1	-13	-1	-11	-1	-3
COc1ccc(CNC(=O)COC(=O)c2ccco2)cc1	13	10	-33	19	3	-7	-11	8	-6	10	15
COc1ccc(OC2CCN(S(=O)(=O)c3ccc(OC)c(OC)c3)CC2)cc1	46	6	8	13	-3	2	6	0	4	-4	4
CC(C)(C)c1ccc(OCC(=O)NC2CCS(=O)(=O)C2)cc1 (stereo unspecified)	-20	-10	-11	-8	1	6	-5	15	17	8	2
CC(OC(=O)c1nc(Cl)ccc1Cl)C(=O)NC1CCCCC1C (stereo unspecified)	-17	4	-5	9	-2	-1	11	14	-5	-5	7
O=C(CSc1cccc(C(F)(F)F)c1)N1CCN(S(=O)(=O)c2ccccc2)CC1	10	12	22	7	-1	-2	0	-21	4	-2	13
CC(=O)Nc1ccc(C=Cc2ccc([N+](=O)[O-])cc2)cc1	-41	-46	-12	-83	.	.	-107	-310	4	-17	-274
O=C(OCc1ccccc1)N1CCC2CC1c1ccc(-c3ccc4c(c3)OCO4)cc12 (stereo unspecified)	-13	0	33	-10	.	.	-29	-32	-3	-13	-40
O=S(=O)(c1cccc2cccnc12)N1CCN(c2ccccn2)CC1	-38	6	18	4	-4	5	-21	2	-4	1	16
O=C(Nc1c(C(=O)N2CCC(N3CCCCC3)CC2)oc2ccccc12)c1ccc(F)cc1	-7	10	13	-24	0	-17	4	-6	-10	-14	-16
COc1ccccc1CC1(C)NC(=O)N(CC(=O)Nc2cc(C)on2)C1=O (stereo unspecified)	1	-1	-2	-10	-1	6	-10	2	3	-3	10
COc1ccc(NC(C)=O)cc1NC(=O)CSc1nnc(-c2cccnc2)n1C	-44	10	11	-7	3	2	0	-13	6	4	10
O=C(NCCc1ccccc1)Nc1ccc(Cl)cc1	-46	-14	-8	-37	-1	-66	-106	-330	20	1	-186
COc1c(F)c(F)c(C(=O)Nc2ccc(NC(=O)c3ccco3)cc2)c(F)c1F	-1	-33	9	-3	4	-6	2	-23	12	1	-4
COc1ccc(C(=O)NC2CCSc3ccccc32)cc1S(=O)(=O)N1CCOCC1 (stereo unspecified)	-48	4	-32	16	1	-1	-24	-18	7	-1	-12
CC1(C)CC(NC(=O)c2cc(Cl)ccc2Cl)CC(C)(C)N1	-11	-14	3	1	-1	7	-6	-1	9	5	15
O=C(C/C(=N\NC(=O)c1ccccc1Br)C(F)(F)F)c1cccs1	19	-74	5	23	2	9	1	25	5	18	-10
CC(C)=NNc1ncnc2nc[nH]c12	51	-2	-36	-20	.	-2	-89	3	8	19	-2
CCc1nc2c(OCc3cccc(Cl)c3)cccn2c1N(C)C(=O)c1ccc(OC)cc1	7	-10	-12	-4	.	.	-10	18	-9	-13	11
COc1ccc(C(=O)NC(=O)COC(=O)C2CC2C)cc1 (stereo unspecified)	-10	-2	-16	-43	.	-3	-26	-18	-1	11	1
O=c1oc2c(CN3CCCCC3)c(O)ccc2c2c1CCCCC2	1	4	-10	3	2	-3	-16	-20	-3	1	-18
Cc1cccc(N2CCN(S(=O)(=O)c3ccc(-c4cc(C)no4)s3)CC2C)c1 (stereo unspecified)	-1	11	2	-15	-1	5	-25	21	-14	0	1
Cc1ccccc1-n1c(Cn2c(=O)sc3ccccc32)nnc1SCC(=O)N1CCCC1	5	-3	-33	4	-1	.	-10	6	10	22	9
O=C(COC(=O)Cc1cccc(C(F)(F)F)c1)NC(=O)NC1CCCC1	4	5	-12	18	.	2	-7	11	-3	15	4
O=C(COc1ccc(Br)cc1)NNC(=S)NCc1ccccc1	-9	-8	6	-8	0	7	-18	10	12	9	-2
N#CC(=C(O)COC(=O)Cc1c[nH]c2ccccc12)c1nc2ccccc2[nH]1	-31	17	11	-18	.	4	-10	-35	-11	0	-12
CCOC(=O)c1c(C(C)(C)C)oc2ccc(OCC#N)cc12	-7	6	7	6	-1	2	-28	-8	-9	4	14
C=CCOc1c2ccc(C(=O)NCc3ccc(C)cc3)cc2nn1C	-11	-9	-8	-14	6	3	-27	-2	-4	22	-1
COC(C[C@@H](O)CC(=O)[C@H](C)OCc1ccccc1)OC	-20	-1	2	-15	.	-5	5	4	-3	3	0
CCCCNC(=S)N(C)/N=C/c1c(F)c(F)c(F)c(F)c1F	21	-108	-16	-9	-3	6	-27	71*	12	-1	19
O=C(NCc1ccccn1)c1cc(-n2cnnc2)ccc1Cl	13	12	7	-3	0	-2	-14	17	-4	5	17
CCn1cc(CCC(=O)NCc2cccc(OC)c2OC)c2ccccc21	24	-8	7	5	2	0	10	18	6	-5	1
Cc1ccc(C2CC(C(F)(F)F)n3ncc(C(=O)NCc4ccco4)c3N2)cc1 (stereo unspecified)	2	-12	-11	6	3	3	10	12	-3	9	21
CCc1cccc(C)c1NC(=O)CSc1nc2ccc(N3C(=O)c4ccccc4C3=O)cc2s1	3	-31	16	13	1	-3	-2	17	7	-4	11
COc1ccc(-n2c(C)cc(/C=C3\SC(=S)NC3=O)c2C)cc1	-61	-5	-12	-66	1	-22	-75	-199	-12	10	-242
CCc1ccc(NC(=O)NCCCN2CCCC2=O)cc1	-17	-9	-5	-19	1	-7	-36	-54	-5	-12	-111
CCOc1ccc(CCN2C(=O)C(=O)N([C@@H](Cc3ccc(O)cc3)CN3CCC[C@H]3CN3C(=O)C(=O)NC[C@@H]3Cc3ccccc3)C[C@@H]2Cc2ccc(O)cc2)cc1	.	33	.	-6	.	.	16	.	-13	.	5
CN(C)c1cccc(-c2nnc(SCCCC#N)o2)c1	-48	33	0	-25	-2	-39	-115	-96	14	-14	-60
CC(C)CCN(CCC(C)C)CC(O)Cn1c2ccccc2c(=O)c2ccccc21 (stereo unspecified)	15	-18	3	-8	-5	5	-6	13	32	-12	4
O=C(NC1CCCCC1)c1cc(Cl)ccc1[N+](=O)[O-]	3	16	2	14	1	10	-3	8	0	2	26
Cc1ccc(S(=O)(=O)N2CC(C)N(S(C)(=O)=O)C2)cc1 (stereo unspecified)	-8	14	7	2	-4	2	-15	6	-7	4	12
c1ccc2c(CN3CCCCC3)csc2c1	-1	-5	-14	-14	-2	-2	-47	9	0	6	6
CC1(c2ccccc2)CC(C)(C)N(C(N)=O)c2ccccc21 (stereo unspecified)	-9	10	-7	-2	3	-2	2	16	-8	-2	22
CC(C)C(=O)N1CCN(c2ccccc2NC(=O)COc2ccc(C3CCCCC3)cc2)CC1	-18	-41	9	-12	.	0	-6	19	12	-7	24
Cc1ccc(CNc2ncnc3cc(Cl)ccc23)o1	73	24	10	11	-2	16	31	17	10	-1	6
